Source: PubChem BioAssay (Broad Institute)
esBAF inh – SWI/SNF esBAF complex inhibition; mouse ES cells, Bmi1-luciferase knock-in reporter, 24 h; 100% = twice the neutral-well signal; reporter increase, % at 12.5 µM; hit rate 2% among 350,000; in the data active means activation above about 40%;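 further: 0% = median of the plate's neutral control wells and 100% = double that signal; a rise in the Bmi1 reporter signal indicates esBAF inhibition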
GSIS activator – GLuc luminescence reporter in INS-1E cells, primary screen for activators of glucose-dependent secretion of insulin | INS-1E GLuc reporter insulin secretion, 2-3 h | activation, % at 16.6 µM | hit rate 0.61% among 370,000 | AID 743287;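 active means lowest replicate activation of at least 40%, so every replicate reaches that level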;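 further: 0% = median of neutral control wells and 100% = median of IBMX positive control wells; some compounds called inactive have numbers as strong as hits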
RAD52 inh – blocks human RAD52 DNA annealing; P43351; recombinant RAD52 DNA annealing, FRET fluorescence; inhibition, % at 18.7 µM; hit rate 0.46% among 360,000; AID 651710;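 active means every replicate showing at least 50% inhibition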
RAD54 inh – RAD54 (human) branch migration inhibition | Q92698 | RAD54 Holliday junction branch migration, FAM/BHQ fluorescence | inhibition, % at 10.4 µM | hit rate 0.14% among 360,000 | AID 602329;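 active means mean normalized replicate activity at least 40 and at least half of replicates scoring 40 or more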;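 further: 0% = median of neutral control wells and 100% = median of positive control wells; inhibitors cause a drop in the FAM fluorescence signal; in these data hits start at about 50%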
Target sequence (Q92698 whole entry, looked up): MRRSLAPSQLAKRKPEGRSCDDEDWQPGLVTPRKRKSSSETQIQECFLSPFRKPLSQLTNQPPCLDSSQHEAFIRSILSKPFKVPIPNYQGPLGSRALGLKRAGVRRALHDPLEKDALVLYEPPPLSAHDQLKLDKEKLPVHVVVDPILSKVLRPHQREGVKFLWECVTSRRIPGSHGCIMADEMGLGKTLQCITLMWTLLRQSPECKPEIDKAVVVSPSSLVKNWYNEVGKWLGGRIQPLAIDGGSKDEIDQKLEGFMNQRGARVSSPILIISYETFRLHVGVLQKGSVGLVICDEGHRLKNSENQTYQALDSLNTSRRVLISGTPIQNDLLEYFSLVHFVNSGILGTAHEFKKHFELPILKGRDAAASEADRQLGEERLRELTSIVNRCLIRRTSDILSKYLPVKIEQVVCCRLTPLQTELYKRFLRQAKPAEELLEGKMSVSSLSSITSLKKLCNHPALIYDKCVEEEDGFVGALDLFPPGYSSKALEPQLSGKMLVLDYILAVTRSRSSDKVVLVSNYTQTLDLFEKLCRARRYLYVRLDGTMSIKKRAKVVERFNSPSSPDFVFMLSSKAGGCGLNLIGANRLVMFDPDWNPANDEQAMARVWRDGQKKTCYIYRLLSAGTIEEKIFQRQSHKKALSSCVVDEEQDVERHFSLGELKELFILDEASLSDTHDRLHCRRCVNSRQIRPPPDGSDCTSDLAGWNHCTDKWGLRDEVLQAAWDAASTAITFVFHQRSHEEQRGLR
CFTR F508del cor – CFTR F508del correction in bronchial cells; hit rate 0.36% among 350,000; activity (quench increase), % at 7.58 µM; CFBE cells, YFP halide quenching; stimulated with forskolin plus potentiator P3; % fluorescence drop versus neutral controls;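 active means mean added fluorescence quench of at least 8% versus neutral control, with both replicates also reaching 8%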;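 further: cells transiently co-express mutant CFTR-F508del with the halide-sensitive YFP; corrector assay measuring rescue of mutant channel to the surface after 24 h compound exposure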
ARNT TACC3 PPI – disruptors of human ARNT/TACC3 interaction | AlphaScreen His-ARNT PAS-B/GST-TACC3 binding, luminescence; TACC3 fragment carries E629A point mutation | AID 623870 | hit rate 0.66% among 390,000 | Q9Y6A5 | inhibition, % at 9.99 µM;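 active means mean inhibition of replicates at least 50% and at least half of replicates each reaching 50%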;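 further: 0% = complete ARNT plus TACC3 wells and 100% = ARNT alone without TACC3; many hits fall short of the cut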
XiGFP reactiv – activators of X-chromosome reactivation in mouse fibroblasts; XiGFP mouse fibroblasts, % GFP-positive cells imaging, 3 d; cells co-treated with 5-aza-dC sensitizer; scaled so ellipticine positive control = 100%; activation, % at 7.58 µM; hit rate 0.055% among 360,000;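 active means mean normalized replicate activation at least 10% and every replicate at or above 10%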;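 further: 0% = median of on-plate neutral control wells and 100% = ellipticine 6 µM median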
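System: 68-5-11 XiGFP fibroblast line; Timing: 3 days compound exposure; Compound dosing: one concentration, pinned; Benchmarks: positive control ellipticine, 6 µM final; Buffer or medium: DMEM containing 5-aza-dC.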
ERAP1 HTS inh – inhibitors of human ERAP1 aminopeptidase | Q9NZ08 | recombinant ERAP1, Leu-AMC fluorescence, 60 min | inhibition, % at 10.7 µM | hit rate 0.15% among 340,000 | AID 652197;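 active means mean replicate inhibition of at least 30%, or all replicates individually reaching that 30% level; inactive means mean below 30% and not every replicate reaching it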;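 further: 0% = neutral control wells and 100% = L-leucinethiol positive control wells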
The depositor's hits bear a star; . = not tested or not shown. Hits appear at their usual frequency; about 3.3% have a hit in one of these screens.

SMILES	CFTR F508del cor	XiGFP reactiv	ARNT TACC3 PPI	RAD52 inh	RAD54 inh	GSIS activator	ERAP1 HTS inh	esBAF inh
CNC[C@@H]1OCCCC[C@@H](C)Oc2ccc(NS(=O)(=O)c3ccc(Cl)cc3)cc2C(=O)N([C@H](C)CO)C[C@@H]1C	-0.6	-1.0	-8	1	-1	18	-1	1
C#CCOCCOCCOCCNc1nc(N2CCOCC2)nc(N2CCN(C(=O)[C@H](CCCN=C(N)N)n3cc(C(N)[C@@H](C)CC)nn3)CC2)n1 (some centres not stated)	-2.6	-0.1	11	35	-22	7	-4	3
CCN(CC)C(=O)CSc1nnc2nnc3cc(C)ccc3n12	-0.1	0.1	-7	-23	-20	.	0	.
O=C(C[C@@H]1CC[C@@H](NC(=O)c2ccc(F)cc2)[C@@H](CO)O1)NCCc1ccccc1	3.7	0.1	-18	-3	3	1	-1	0
COc1cccc(C(=O)N2CCCC(Nc3ccc(C)c(C)c3)C2)c1 (configuration not stated)	-5.4	0.2	10	-14	-2	-7	-1	1
N#CC1=C(N)OC2=C(C(=O)CCC2)C1c1ccccc1 (configuration not stated)	.	.	.	-9	4	.	1	-5
CCNC(=O)[C@@H]1[C@@H](CO)[C@@H]2Cn3c(ccc(-c4ccccc4F)c3=O)[C@H]1N2CCC(F)(F)F	-0.9	0.0	1	-15	-17	-2	-1	-5
C=CCN(CC=C)Cc1cc(=O)oc2cc(C)c(Cl)cc12	-2.2	0.0	.	1	-12	0	12	-3
O=C(Nc1cccc(O)c1)c1cccc(S(=O)(=O)N2CCCCCC2)c1	-1.2	-0.1	1	-17	-13	11	-4	53*
Nc1ncc([N+](=O)[O-])cc1S(=O)(=O)c1ccccc1	-0.1	0.1	.	-28	-7	2	.	-6
CCCC(=O)Nc1ccc2c(c1)OC[C@H](C)N(Cc1cncnc1)C[C@@H](C)[C@@H](OC)CN(C)C2=O	-3.0	0.0	-10	-8	1	19	-1	-1
CC(C)[C@@H](C)NC(=O)N(C)C[C@@H]1OCc2ccccc2-c2ccccc2C(=O)N([C@H](C)CO)C[C@H]1C	-1.3	-0.4	-3	0	5	4	0	5
O=C(c1ccoc1)N1CCC(CO)(CCc2ccccc2)CC1	-0.9	-0.1	4	-11	-6	13	-3	5
CCCCNC(=O)c1cc(C)nc2ccccc12	0.5	0.1	0	5	3	-1	-5	-6
Cc1ccc(-c2cc(C(=O)NCc3ccccn3)c3ccccc3n2)cc1C	.	.	2	-41	-4	11	0	48*
COc1ccc(NC(=O)N[C@H]2CC[C@@H](CCn3cc(C4(O)CCCC4)nn3)O[C@H]2CO)cc1	1.4	0.0	-4	3	-1	6	-3	3
COc1ccc2c3c([nH]c2c1)[C@H](CO)N(C(=O)Nc1ccc(F)cc1)CC31CCN(C(=O)Nc2c(C)noc2C)CC1	0.8	0.5	.	2	.	-8	-1	.
C[C@H]1CCCCO[C@@H](CN(C)Cc2ccc(C(F)(F)F)cc2)[C@@H](C)CN([C@@H](C)CO)C(=O)c2cc(NC(=O)CCCN(C)C)ccc2O1	-2.2	-0.5	0	27	12	25	-1	6
O=C(COC(=O)c1cccc(Br)c1)Nc1ccc2[nH]c(=O)[nH]c2c1	-6.7	-0.1	2	-6	-3	0	1	-1
CCCN1CCN(CC(=O)Nc2nnc(C)s2)CC1	-2.4	0.0	20	-3	2	2	-4	-11
O=C(O)CCNc1nc(-c2ccccc2)c2cc(Br)ccc2n1	0.9	0.0	-2	-8	.	10	-5	.
COC(=O)[C@]12CCCCC=C1N(Cc1ccccc1)C(=O)[C@H](CC(=O)N1CCCC1)C2	-2.7	0.1	.	-10	.	-20	.	.
COc1ccc(C2=NN(c3nc(C)cc(C)n3)C(=O)C2)cc1	-1.2	0.5	6	-16	.	9	5	.
Cc1cc(C(=O)CN2CCC(C)CC2)c(C)n1-c1ccccc1F	.	0.4	2	-11	.	.	1	.
Cc1ccc(S(=O)(=O)N[C@H]2C=C[C@@H](CC(=O)NCCc3ccncc3)O[C@@H]2CO)cc1	1.5	-0.3	.	-9	-11	5	1	0
CN(C)S(=O)(=O)N1CCCC(C(=O)c2ccc(-c3ccccc3)c(F)c2)C1 (configuration not stated)	-8.2	0.0	-8	1	.	-7	4	.
O=C(C[C@H]1CC[C@@H]2[C@H](COC[C@@H](O)CN2C(=O)C2CC2)O1)NCc1ccncc1	-5.4	0.2	-8	-14	0	3	1	-3
CCN(CC)S(=O)(=O)c1cc(NC(=O)c2cccc(N3C(=O)CCC3=O)c2)ccc1Cl	-1.0	0.2	6	-11	.	-3	3	.
COc1ccc(Cl)cc1NC(=O)C1CCCN(c2cc(C)nc3ncnn23)C1 (configuration not stated)	.	.	5	.	-2	26	.	-4
Cc1c(CC(=O)NCC(=O)O)c(=O)oc2cc3c(cc12)CCC(C)(C)O3	2.6	0.1	5	1	-9	-4	-4	-10

Quoted at random: five records from the list, in no set order.
SMILES	CFTR F508del cor	XiGFP reactiv	ARNT TACC3 PPI	RAD52 inh	RAD54 inh	GSIS activator	ERAP1 HTS inh	esBAF inh
CCN(CC)C(=O)CSc1nnc2nnc3cc(C)ccc3n12	-0.1	0.1	-7	-23	-20	.	0	.
CCCN1CCN(CC(=O)Nc2nnc(C)s2)CC1	-2.4	0.0	20	-3	2	2	-4	-11
Cc1ccc(S(=O)(=O)N[C@H]2C=C[C@@H](CC(=O)NCCc3ccncc3)O[C@@H]2CO)cc1	1.5	-0.3	.	-9	-11	5	1	0
O=C(c1ccoc1)N1CCC(CO)(CCc2ccccc2)CC1	-0.9	-0.1	4	-11	-6	13	-3	5
COc1ccc(Cl)cc1NC(=O)C1CCCN(c2cc(C)nc3ncnn23)C1 (configuration not stated)	.	.	5	.	-2	26	.	-4

Remaining list, next part.
SMILES	CFTR F508del cor	XiGFP reactiv	ARNT TACC3 PPI	RAD52 inh	RAD54 inh	GSIS activator	ERAP1 HTS inh	esBAF inh
CC(C)(C)CC(C)(C)c1ccc(O)c(Cc2ccc(Cl)cc2Cl)c1	-4.4	0.2	-5	-10	7	.	-2	2
CS(=O)(=O)c1ccc(Cl)c(NC(=O)CCN2C(=O)C3CC=CCC3C2=O)c1 (configuration not stated)	1.0	0.0	-6	-3	-5	4	1	-2
Fc1ccccc1CNCC1CCCO1 (configuration not stated)	0.0	0.1	-4	14	-9	.	1	2
COc1ccc(NC(=O)CN(C)C(=O)Cc2ccc3c(c2)OCCO3)cc1	-2.6	0.1	-15	-4	-2	5	-1	14
O=C(NCC(c1ccco1)N1CCN(c2ccccc2F)CC1)C(=O)NC1CCCC1 (configuration not stated)	5.8	1.6	-1	-8	8	20	-1	-2
O=C(Cn1cnc2c(cnn2-c2ccc(Cl)cc2)c1=O)N1CCN(c2ccccc2)CC1	-0.6	0.7	-2	-7	3	11	0	-2
Cc1ccc(S(=O)(=O)N2C[C@H](O)COC[C@H]3O[C@@H](CC(=O)N[C@@H]4CCN(Cc5ccccc5)C4)CC[C@@H]32)cc1	0.5	0.1	3	1	3	3	-1	1
CCOc1ccc(-n2nnc3c(=O)n(CC(=O)N4CCCc5ccccc54)cnc32)cc1	3.8	1.2	-2	-4	-4	-2	1	0
CC(Oc1ccc(Cl)cc1Cl)C(=O)NC(Cc1ccccc1)C(=O)O (configuration not stated)	0.3	0.0	-8	-10	.	8	-7	1
NC(=O)C1(N2CCCCC2)CCN(C(=O)c2cccn3c(=O)c4cc(Cl)ccc4nc23)CC1	.	.	2	.	1	-5	.	-4
NC(=O)N/N=C/C=C/c1ccccc1	1.1	0.0	-9	-16	.	24	-3	.
O=C(N[C@@H]1CC[C@@H](CC(=O)N2CCN(c3ccccc3)CC2)O[C@H]1CO)c1ccncc1	1.9	0.0	-5	-3	6	5	-4	-5
Cc1cccc(NC(=O)c2c(-c3ccccc3)noc2C)n1	-0.9	0.2	-8	0	4	-2	-3	-7
CCn1c(=O)cc(SCC(=O)NCc2ccco2)c2ccccc21	.	.	1	.	-10	-8	.	10
COc1ccc(-c2cc(C(F)(F)F)nc(SCC(=O)N3CCOCC3)n2)cc1OC	.	.	-4	.	-3	44	.	-7
Cc1ncoc1C(=O)N1CCCC(C(=O)c2ccc(-c3ccccc3)c(F)c2)C1 (configuration not stated)	-1.0	0.0	14	-6	13	-23	0	6
Cc1nnc(Cl)c2nn(-c3ccccc3)c(C)c12	-6.2	0.0	-10	-31	3	4	5	9
C[C@@H]1CN([C@H](C)CO)C(=O)c2cc(C#CC3(O)CCCC3)cnc2O[C@H]1CN(C)C(=O)C1CCOCC1	-3.5	-1.0	-3	6	8	11	2	-2
Cc1cc(C(=O)N2CCN(c3cc(Cl)ccc3C)CC2)on1	-1.4	0.3	-1	-4	-2	-15	3	-1
C[C@H]1CCCCO[C@@H](CN(C)C(=O)CCC(F)(F)F)[C@@H](C)CN([C@@H](C)CO)C(=O)c2cc(NS(=O)(=O)c3ccccc3)ccc2O1	1.0	-0.8	-2	12	6	-16	1	-3
Cc1cc(NC(=O)CSc2nc3cc(C(=O)NCCCOC(C)C)ccc3c(=O)n2Cc2ccco2)no1	-0.7	0.0	-5	-17	4	1	0	-8
Cc1c2cnn(CC(=O)N3CCOCC3)c(=O)c2c(C)n1Cc1ccccc1F	4.9	0.0	-1	-28	-3	2	9	1
CCOc1ccc(CNC(=O)C2CCN(S(=O)(=O)c3ccc4c(c3)CCCC(=O)N4)CC2)cc1	-0.7	0.3	-2	-6	-9	-9	-3	-6
O=C(COC(=O)CCC(=O)c1ccccc1)NCCc1ccccc1	-1.2	0.2	-8	-7	-2	17	-3	.
CC(C)(C)C(=O)COC(=O)CCc1nc2ccccc2[nH]c1=O	-0.5	0.0	-13	-25	.	9	-4	.
O=C(NCC[C@@H]1CC[C@H](NC(=O)C2CCCCC2)[C@@H](CO)O1)c1ccc(F)cc1	3.1	0.1	6	7	-4	27	-1	6
Cc1cc(C)c(C(=O)COC(=O)c2cccnc2Cl)c(C)c1	-2.5	0.3	-5	-4	.	-4	2	.
COc1ccc(N=C2C(=Nc3ccc(OC)cc3)N(c3ccc(N(C)C)cc3)C(=S)N2c2ccc(OC)cc2)cc1	0.9	.	15	0	.	2	-2	.
O=C(Nc1ccc(C(F)(F)F)cc1)c1cc(-c2cccnc2)nc2ccc(Br)cc12	.	.	1	.	-3	20	.	-6
Nc1cc(N2CCOCC2)c(Cl)cc1[N+](=O)[O-]	1.1	0.0	-5	-6	.	1	4	.
COc1ccc(S(=O)(=O)Cc2ccc(C(=O)N3CCCC3)o2)cc1	5.4	-0.1	-7	-1	-12	-12	.	0
O=C(O)C(CO)(c1ccccc1)c1ccccc1	1.1	0.0	-10	-22	4	21	2	-7

Arranged by value in CFTR F508del cor (descending): some entries from above
compound,CFTR F508del cor,ARNT TACC3 PPI,RAD52 inh,GSIS activator,ERAP1 HTS inh,esBAF inh
O=C(NCC(c1ccco1)N1CCN(c2ccccc2F)CC1)C(=O)NC1CCCC1 (configuration not stated),5.8,-1,-8,20,-1,-2
O=C(N[C@@H]1CC[C@@H](CC(=O)N2CCN(c3ccccc3)CC2)O[C@H]1CO)c1ccncc1,1.9,-5,-3,5,-4,-5
Cc1cccc(NC(=O)c2c(-c3ccccc3)noc2C)n1,-0.9,-8,0,-2,-3,-7
COc1ccc(NC(=O)CN(C)C(=O)Cc2ccc3c(c2)OCCO3)cc1,-2.6,-15,-4,5,-1,14
